# TbREL1 primary: TbREL1 inhibition, primary screen. P86926. TbREL1 RNA ligation, FRET fluorescence. inhibition, % at 9.66 µM. actives 0.49% (n = 89,000). AID 1117264;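 active = inhibition above the mean inhibition across all screened compounds plus 3 SD, cut at about 11% in these data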;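 note: 0% = plate median of test wells and 100% = NSC42067 control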
# Target sequence (P86926 whole entry, looked up): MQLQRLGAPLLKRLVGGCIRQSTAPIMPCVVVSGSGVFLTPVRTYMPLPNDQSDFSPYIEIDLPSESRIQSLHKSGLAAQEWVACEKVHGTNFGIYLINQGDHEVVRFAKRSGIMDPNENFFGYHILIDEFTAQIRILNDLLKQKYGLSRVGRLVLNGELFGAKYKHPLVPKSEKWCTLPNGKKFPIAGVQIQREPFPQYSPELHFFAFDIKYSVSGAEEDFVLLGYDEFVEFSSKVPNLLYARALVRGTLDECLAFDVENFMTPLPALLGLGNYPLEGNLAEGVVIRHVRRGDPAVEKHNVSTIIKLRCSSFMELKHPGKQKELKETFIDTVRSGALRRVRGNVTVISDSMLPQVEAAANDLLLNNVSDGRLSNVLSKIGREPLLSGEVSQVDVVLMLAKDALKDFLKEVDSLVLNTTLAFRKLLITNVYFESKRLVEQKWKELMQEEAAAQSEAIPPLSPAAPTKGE
# Numbers without * were called inactive. A portion of the library (hit frequency here may not be typical).
TbREL1 primary | compound
0 | CC1CC(C)CN(C(=O)COC(=O)c2ccc(N3CCCC3=O)cc2)C1 (stereo unspecified)
0 | COc1ccc(S(=O)(=O)N2CCCCCC2)cc1C(=O)Nc1cc(C)ccn1
0 | COc1ccc(C(=O)C[n+]2ccc(-c3nnc4n3CCC4)cc2)cc1
0 | NC(=O)C1CCN(CC(=O)Nc2ccc(S(=O)(=O)N3CCOCC3)cc2)CC1
-3 | Cn1c(=O)[nH]c(=O)c2[nH]c(N(Cc3ccccc3)Cc3ccccc3)nc21
0 | C=CCOc1cccc(/C=N/NC(=O)C(OC)c2ccccc2)c1 (stereo unspecified)
6 | O=C(Nc1ccccc1N1CCN(C(=O)c2ccc(Cl)cc2)CC1)c1cccc([N+](=O)[O-])c1
-2 | Cc1ccc(NC(=O)CSCC(=O)N2CCCc3ccccc32)cc1
3 | CCN(C)C1CN(Cc2cn(Cc3ccc(C(F)(F)F)cc3)nn2)S(=O)(=O)C1 (stereo unspecified)
2 | COc1ccccc1N(Cc1ccccc1)S(=O)(=O)c1cccc(C(=O)Nc2cc(C)ccn2)c1
0 | CCOc1ccccc1N1CC(C(=O)Nc2ccc(C(=O)O)cc2)CC1=O (stereo unspecified)
0 | O=C(NNC(=O)c1ccc(=O)[nH]c1)c1ccc(NS(=O)(=O)c2cccs2)cc1
-2 | O=C(CSc1nnc(-c2cccnc2)n1Cc1ccco1)Nc1ccc(F)cc1Cl
-3 | CC(C)[C@H](NC(=O)C1CCCC1)C(=O)N1CCC[C@H]1C(=O)NCCc1ccccc1Cl
3 | Cn1c(=O)c2ccccc2n(CC(=O)NC2CCCCC2)c1=O
1 | O=C(O/N=C1\CCCc2ccccc21)c1ccc(F)cc1
1 | Cc1ccc2c(c1C)NC(C)CC2C (stereo unspecified)
2 | O=C(COC(=O)c1ccc(Cl)c(S(=O)(=O)N2CCOCC2)c1)NCc1ccco1
3 | Clc1ccc(CSc2nnc(-c3cccs3)o2)cc1Cl
-5 | N#Cc1c(/N=C/c2ccc(Br)s2)sc2c1CCC2

# (more compounds)
TbREL1 primary | compound
1 | CCC(=O)N1COC[C@@H]1Cc1ccccc1
1 | COc1ccc(S(=O)(=O)NCc2ccccn2)cc1NC(=O)c1ccccc1F
1 | CC(=O)NC(C)c1cc(Cl)c2cccnc2c1O (stereo unspecified)
-2 | NC(=O)CC(NC(=O)Cc1ccc(Br)cc1)c1ccc(N2CCC(Cc3ccccc3)CC2)c([N+](=O)[O-])c1 (stereo unspecified)
0 | CC1=NN(c2nc3ccccc3s2)C(O)(C(F)(F)F)C1 (stereo unspecified)
0 | CCSc1nnc(NC(=O)CC(C)C)s1
-1 | CCOc1ccc(S(=O)(=O)NCc2ccccc2OC)cc1
6 | Cc1ccc(S(=O)(=O)N2CCOCC2)cc1NC(=O)CSCc1c(C)noc1C
2 | S=C(Nc1ccccc1Br)OCCN1CCCC12CCC(c1ccccc1)CC2 (stereo unspecified)
3 | O=C(CSc1nc2[nH]ncc2c(=O)[nH]1)Nc1ccc(F)cc1
-5 | O=C(CSc1nc2c(c(=O)n1-c1ccc(Cl)cc1)SCC2)NCC1CCCO1 (stereo unspecified)
8 | C#CCOCCOCCOCCNc1nc(N2CCN(C(=O)CCCCCCCCCCNC(=O)[C@H](CO)n3cc(CCCSC)nn3)CC2)nc(N2CCN(C(=O)CCCCCCCCCCNC(=O)[C@H](CCCCN)n3cc(CCO)nn3)CC2)n1
7 | Cc1ccc(-c2nc3cnccn3c2Nc2ccccc2)o1
4 | CCCCn1nnnc1C(c1cc2ccccc2o1)N1CCN(c2cc(C)nc3ccccc23)CC1 (stereo unspecified)
6 | COc1ccc(C(C)C)cc1S(=O)(=O)N1CCN(C)CC1
1 | Cc1cc(C)c(NC(=O)c2ccoc2C)c(C)c1
5 | O=C(/C=C/c1cccs1)N1CCC2(CC1)Oc1ccc(Cl)cc1C(=O)C21CC(c2cccnc2)=NO1 (stereo unspecified)
2 | CCOc1cccc(C(=O)N2CCCCC2c2cccnc2)c1 (stereo unspecified)
1 | CC(=O)Nc1ccccc1NC(=O)c1cc(C)cc(C)c1
1 | O=C(Cn1cc2c(n1)CCCC2)N1CCCc2ccccc21

# Next section; it opens with the 6 that closed the last part.
TbREL1 primary | compound
6 | COc1ccc(C(C)C)cc1S(=O)(=O)N1CCN(C)CC1
1 | Cc1cc(C)c(NC(=O)c2ccoc2C)c(C)c1
5 | O=C(/C=C/c1cccs1)N1CCC2(CC1)Oc1ccc(Cl)cc1C(=O)C21CC(c2cccnc2)=NO1 (stereo unspecified)
2 | CCOc1cccc(C(=O)N2CCCCC2c2cccnc2)c1 (stereo unspecified)
1 | CC(=O)Nc1ccccc1NC(=O)c1cc(C)cc(C)c1
1 | O=C(Cn1cc2c(n1)CCCC2)N1CCCc2ccccc21
2 | CCc1ccc(C2N(c3ccc(OC)cc3)C(=O)C3CCCN32)cc1 (stereo unspecified)
-2 | COc1ccc(-c2cc(C(=O)N3CCc4ccccc4C3)no2)cc1OC
7 | O=C(CCCSc1nc2ccccc2[nH]1)Nc1nnc(-c2ccccc2)o1
-4 | O=C(NNC(=O)C1CCN(Cc2cccc(F)c2)CC1)c1cccs1
2 | O=[N+]([O-])c1ccc(NN=C(c2ccccc2)c2ccccc2)nc1
-3 | O=C(CSc1nnc(-c2cccnc2)n1Cc1ccco1)Nc1ccc(Cl)c(Cl)c1
8 | COC(=O)C1=C(C)N(Cc2ccccc2)C(=NCCCOC(C)C)N[C@H]1c1ccccc1
-2 | COc1ccc(Cl)cc1N(C(=O)Nc1cccc(Cl)c1)C1=NCC(C)S1 (stereo unspecified)
3 | COCCOC(=O)C1=C(C)NC2=C(C(=O)CCC2)C1c1cc2c(cc1Br)OCO2 (stereo unspecified)
4 | COc1ccc(CNC(=O)C(C)N=C2NS(=O)(=O)c3ccccc32)cc1OC (stereo unspecified)
3 | COC(=O)[C@]12CCCCC=C1N(Cc1ccc(Cl)cc1Cl)C(=O)[C@H](CC(=O)N1CCC(c3ccccc3)CC1)C2
6 | COc1ccc(Nc2nc(N3CCCCC3)c3ccccc3n2)cc1
1 | CCCOc1ccc(C(=O)Nc2ccccc2[N+](=O)[O-])cc1
3 | CSc1cccc(NC(=O)COc2cccc3ccccc23)c1
-2 | CCOC(=O)[C@H]1[C@H]2COc3ccc(C)cc3[C@@H]2N2C(=O)CN(Cc3ccc(F)cc3)C(=O)[C@@]12C
-1 | COc1cc2c(cc1OC)C(C(=O)NCc1cccnc1)C(c1cccnc1)N(C)C2=O (stereo unspecified)
-2 | O=C(/C=C/c1ccccc1)CC(=O)c1ccccc1O
4 | Cc1ccc(C)c(SCC(=O)Nc2cc(S(=O)(=O)N3CCOCC3)ccc2C)c1
-1 | CCn1c(SCC(=O)OC(C)C)nnc1-c1ccccc1
6 | COc1cc(OC)cc(-c2c(-c3ccc(F)cc3)c3cc(Br)ccc3n2C)c1

# Other compounds:
TbREL1 primary | compound
-2 | Cc1cc(C)n(-c2nc(C(F)(F)F)nc3ccccc23)n1
3 | CCOC(=O)C1CC2=C(CCCC2=O)NC1=O (stereo unspecified)
0 | CC1CCCN(CCCNS(=O)(=O)c2cc3c(cc2Br)CCN3C(=O)C2CC2)C1 (stereo unspecified)
-5 | COc1ccc(OC)c(Nc2ncnc3c2cnn3-c2ccccc2)c1
-3 | COc1cccc(-c2nnc(SCC(=O)OC(C)C)n2-c2ccc(Cl)cc2)c1
-1 | Cc1nn(CCCNC(=O)C2CCCO2)cc1Br (stereo unspecified)
-4 | CC(C)c1ccc(/C=C2\SC(=S)N(CC(=O)NCCCN3CCOCC3)C2=O)cc1
3 | CSc1nc2nc(-c3cccs3)cc(C(F)(F)F)c2c(=O)[nH]1
0 | Cn1c(Oc2ccc3c(c2)OCO3)nc2c1c(=O)n(Cc1ccccc1)c(=O)n2C
4 | CCC(CO)Oc1cc(NC(=O)c2cccc([N+](=O)[O-])c2)c2ncn(C(C)C)c2c1 (stereo unspecified)
5 | COc1ccc(CC(N)c2csc(NC(=O)Nc3cccc(C(F)(F)F)c3)n2)cc1 (stereo unspecified)
2 | COc1ccc(CCNC(=O)CC2Nc3ccccc3NC2=O)cc1OC (stereo unspecified)
-2 | COc1ccc(C(=O)N[C@H](C(=O)Nc2ccc(OC)nc2)C(C)C)cc1
-7 | COc1cc(C(=O)N2CCN(c3ccccc3)CC2)c([N+](=O)[O-])cc1OC
-2 | Cc1cc(C(=O)OCC(=O)c2cccs2)c2ccccc2n1
-1 | O=C(COc1ccc(Cl)cc1)NCCCNC(=O)c1cccnc1
0 | Cc1cc(F)ccc1S(=O)(=O)N1CCCOC1CNC(=O)C(=O)NCCCN1CCOCC1 (stereo unspecified)
6 | Cc1cc(Nc2ccc(F)c(Cl)c2)n2ncnc2n1
1 | COc1ccc2nc(NC(=O)C3CCCN(S(=O)(=O)c4c(C)noc4C)C3)sc2c1 (stereo unspecified)
-1 | COc1ccc(C)cc1S(=O)(=O)N(C)CC(=O)NC1CCCCC1

# Further compounds.
TbREL1 primary | compound
-2 | Nc1nnc(Sc2ncccc2[N+](=O)[O-])s1
2 | CC(=O)Nc1cc(-c2ccccc2Cl)cn2c(-c3ccc(S(C)(=O)=O)cc3)cnc12
-1 | C/C=C\C=C/C(=O)Nc1cccc(C2=NOC3(C2)C[C@@H](C(N)=O)N(C(=O)CCCCC)C3)c1 (stereo partly specified)
0 | COc1ccc(CN2C(=NC(=O)c3ccccc3)SC3CS(=O)(=O)CC32)cc1 (stereo unspecified)
-4 | Cc1ncc([N+](=O)[O-])n1CC(=O)N/N=C/c1ccccc1F
2 | CCCc1noc(-c2ccc(-c3ccccc3)cc2)n1
0 | C#CCOc1ccc(/C=N/NC(=O)c2cccnc2)cc1OCC
-4 | COc1ccc(C)cc1-n1c(C)cc(C=O)c1C
1 | COc1ccccc1C(=O)NNC(=O)CCCN1C(=O)/C(=C/c2cccs2)SC1=S
-2 | Cc1ccc2cc(NC(=O)Cc3ccccc3)ccc2n1
0 | COc1cccc(N2[C@@H](CC(=O)O)c3ccccc3S2(=O)=O)c1
4 | CCOC(=O)N1CCN(S(=O)(=O)c2ccc(C(=O)N(CCCN(C)C)c3nc4ccc(Cl)cc4s3)cc2)CC1
1 | Cc1ccc2cc(CN(CCN3CCOCC3)Cc3nnnn3Cc3ccco3)c(=O)[nH]c2c1C
-4 | Cc1ccc(C)c(-n2c(N)c(C(N)=O)sc2=S)c1
7 | CCCC(=O)NCCc1cc2c(C)ccc(C)c2[nH]c1=O
-2 | C/C(CC(=O)Nc1cccc(C(F)(F)F)c1)=N\NC(=O)c1ccncc1
0 | CCOC(=O)c1c(C)oc2c1c(C=NCC1CCCO1)c(O)c1ccccc12 (stereo unspecified)
-2 | O=C(NCc1nc2ccccc2[nH]1)C1=C[C@H](c2ccc(C(F)(F)F)cc2)C[C@H](OCCCCO)O1
3 | COCCNC(=O)c1ccccc1NC(=O)CCSc1ccccc1
-1 | Cc1ccc(S(=O)(=O)N(CC(=O)NCc2cccnc2)c2ccc(F)cc2)cc1

# Overlap with the part before: 2 entries; new compounds follow.
TbREL1 primary | compound
3 | COCCNC(=O)c1ccccc1NC(=O)CCSc1ccccc1
-1 | Cc1ccc(S(=O)(=O)N(CC(=O)NCc2cccnc2)c2ccc(F)cc2)cc1
-4 | O=C(CCCN1C(=O)/C(=C/c2ccccc2)SC1=S)Nc1ccccc1O
-7 | Cc1ccc(CCC(=O)Nc2ccc(N(C)C)cc2)o1
1 | C/C(Cc1ccccc1)=N\NC(=O)C1CCCCC1
3 | COC(=O)[C@]12C[C@H](CC(=O)NCc3cccc4ccccc34)C(=O)N(Cc3ccc4c(c3)OCO4)C1=C[C@H](C(C)C)O[C@@H]2C1CC1
8 | O=C(CN1C(=O)NC2(CCc3ccccc32)C1=O)Nc1cccc(F)c1 (stereo unspecified)
-2 | O=C(Nc1ccnn1C1CCN(C/C=C/c2ccccc2)CC1)c1ccccc1
5 | COc1ccc(Nc2nc(NN)nc(Nc3ccc(OC)cc3)n2)cc1
1 | C[C@H](NC(=O)c1nc[nH]c1C(=O)N[C@@H](Cc1ccccc1)C(=O)OCc1ccccc1)C(=O)OC(C)(C)C
-1 | O=C(Cn1nnc(-c2ccc(CN3CCOCC3)cc2)n1)N1CCCc2ccccc21
0 | O=C(C1CCCN(S(=O)(=O)c2cccc3nsnc23)C1)N1CCc2ccccc21 (stereo unspecified)
0 | CCCCN(CC)C(=O)c1cc2cc3ccc(OC)cc3nc2o1
-1 | COC(=O)c1c(NC(=O)c2ccccc2)sc2c1CC(C)(C)OC2
6 | Cc1ccc(Nc2c3c(nc4ccccc24)CCC3)cc1
0 | O=C(CSc1nc(-c2ccccc2)cs1)NCCCN1CCCC1=O
-1 | C[C@H]1CN(S(=O)(=O)c2c(F)cccc2F)CCN1S(=O)(=O)c1ccc2c(c1)OCCO2
-1 | Cc1cc(NC(=O)C2CC(=O)N(c3ccccc3Cl)C2)no1 (stereo unspecified)
0 | Cc1ccc(S(=O)(=O)NCCC(=O)Nc2ccc(S(=O)(=O)NC(C)C)cc2)cc1
0 | Cc1ccccc1NC(=O)C1CCN(C(=O)NC2CCCCC2)CC1
-2 | CN(CC(=O)Nc1ccc(N2CCOCC2)cc1)Cc1c(O)ccc2ccccc12
0 | COc1ccc(-c2noc(CCC(=O)N(C)c3cccc(C)c3)n2)cc1

# (further entries)
TbREL1 primary | compound
0 | CC1CCC(NC(=O)C2CCC(CNS(=O)(=O)c3cccc4nsnc34)CC2)CC1 (stereo unspecified)
-1 | COc1ccc(S(=O)(=O)Nc2cccc(N(C)S(C)(=O)=O)c2)cc1Br
-2 | Cc1cc2oc(=O)cc(CN3CCN(Cc4ccccc4)CC3)c2cc1Cl
-1 | C=CC1=C2C=C(C3CC3)N(CC3CC3)C=C2C(=O)C(C)(OC(=O)c2ccco2)C1=O (stereo unspecified)
0 | COc1ccc(Br)cc1C1NC(=O)c2c(sc3c2CCN(C)C3)N1 (stereo unspecified)

# Arranged by value in TbREL1 primary (ascending): three from the list above
SMILES,TbREL1 primary
Cc1cc2oc(=O)cc(CN3CCN(Cc4ccccc4)CC3)c2cc1Cl,-2
C=CC1=C2C=C(C3CC3)N(CC3CC3)C=C2C(=O)C(C)(OC(=O)c2ccco2)C1=O (stereo unspecified),-1
COc1ccc(Br)cc1C1NC(=O)c2c(sc3c2CCN(C)C3)N1 (stereo unspecified),0
